ADAM17 inh = ADAM17 inhibition, QFRET primary screen; recombinant ADAM17, EDANS/DABCYL FRET peptide cleavage; AID 720648; inhibition, % at 6.95 µM; P78536; hit rate 0.83% among 370,000;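 active means inhibition above the mean of compounds lying between control limits plus 3 SD, set per campaign, cut at about 8.5% in these data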;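 further: 0% = DMSO-only wells as the low control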
ADAM10 inh = inhibitors of human ADAM10. AID 720582. hit rate 0.62% among 370,000. inhibition, % at 7 µM. recombinant ADAM10, EDANS/DABCYL FRET peptide cleavage, 3 h;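 active means inhibition above a per-campaign cutoff equal to the mean of compounds falling between control-based bounds plus 3 SD, cut at about 20% in these data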;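 further: 0% = DMSO wells while the 100% control is not disclosed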
hcDAF12 agonist = activators of H. contortus DAF-12 nuclear receptor | HEK293 hcDAF-12 lit1-tk-luc reporter, luminescence; 0% DMSO, 100% Δ7-dafachronic acid | hit rate 1.4% among 370,000 | AID 652067 | activation, % at 6.8 µM;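 active means activation above the mean of all tested compounds plus 3 SD, cut at about 5.5% in these data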;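 further: 100% = response to 3 µM Δ7-dafachronic acid high control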
DAX1 inh-1 = NR0B1 (DAX1) inhibition; P51843; HEK293 Gal4-DAX1 luciferase reporter, luminescence; inhibition, % at 6.75 µM; hit rate 0.99% among 340,000; AID 504766;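 active means inhibition above the mean over all tested compounds plus 3 SD, cut at about 4.2% in these data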;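 further: 0% = DAX1-transfected cells with DMSO and 100% = empty-vector control cells with DMSO; inhibition shows as a rise in luminescence from relieved DAX1 repression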
NPR1 activator = GC-A (human) enzyme activation. HEK293 GC-A cells, cGMP TR-FRET, EC30 ANP; 0% at EC30 ANP, 100% saturating ANP. activation, % at 10 µM. hit rate 0.14% among 370,000; in the data active means activation above about 40%
Target sequence (P16066 whole entry, looked up): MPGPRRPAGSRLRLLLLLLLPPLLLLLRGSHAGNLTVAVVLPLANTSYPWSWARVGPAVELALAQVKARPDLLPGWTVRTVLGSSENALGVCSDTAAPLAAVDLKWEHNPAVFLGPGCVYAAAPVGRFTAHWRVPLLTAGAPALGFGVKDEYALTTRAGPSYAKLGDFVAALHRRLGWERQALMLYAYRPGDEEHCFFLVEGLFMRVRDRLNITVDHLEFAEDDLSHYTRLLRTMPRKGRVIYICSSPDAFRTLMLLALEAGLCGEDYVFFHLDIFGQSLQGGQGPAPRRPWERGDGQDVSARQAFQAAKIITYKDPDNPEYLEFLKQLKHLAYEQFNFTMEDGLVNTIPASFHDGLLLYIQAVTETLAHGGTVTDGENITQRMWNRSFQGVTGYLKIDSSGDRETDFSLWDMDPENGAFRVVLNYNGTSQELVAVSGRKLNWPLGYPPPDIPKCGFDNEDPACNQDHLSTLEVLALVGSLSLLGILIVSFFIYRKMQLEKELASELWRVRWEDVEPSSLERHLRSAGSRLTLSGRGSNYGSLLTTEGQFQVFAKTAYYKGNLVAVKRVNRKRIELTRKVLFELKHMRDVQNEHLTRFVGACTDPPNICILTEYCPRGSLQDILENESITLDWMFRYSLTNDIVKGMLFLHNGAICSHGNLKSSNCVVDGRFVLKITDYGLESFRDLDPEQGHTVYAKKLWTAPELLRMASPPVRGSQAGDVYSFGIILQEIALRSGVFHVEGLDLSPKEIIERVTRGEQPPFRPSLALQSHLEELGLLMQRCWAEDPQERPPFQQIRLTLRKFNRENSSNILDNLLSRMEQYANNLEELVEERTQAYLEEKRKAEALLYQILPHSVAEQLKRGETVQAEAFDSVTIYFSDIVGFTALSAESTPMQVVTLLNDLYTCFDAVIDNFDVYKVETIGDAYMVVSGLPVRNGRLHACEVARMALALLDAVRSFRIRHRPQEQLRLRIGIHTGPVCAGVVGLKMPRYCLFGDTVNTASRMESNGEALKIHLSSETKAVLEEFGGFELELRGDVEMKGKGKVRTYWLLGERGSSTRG
ssDAF12 agonist = S. stercoralis DAF-12 activation, primary screen | HEK293 ssDAF-12/GRIP1 lit1-tk-luc reporter, luminescence; % of 3 µM dafachronic acid response | activation, % at 6.8 µM | hit rate 1% among 370,000 | AID 652126;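 active means activation above the mean over all tested compounds plus 3 SD, cut at about 0.9% in these data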;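 further: 0% = DMSO-only wells and 100% = 3 µM delta7-dafachronic acid wells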
SMARCA2 act = activators of SMARCA2 function | MG213 cells, MMTV-luciferase reporter, dexamethasone, overnight | activation, % at 9.1 µM | hit rate 1% among 370,000 | AID 652017; in the data active means activation above about 7.8%;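 further: 0% = vehicle wells and 100% = reference activator wells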
hgDAF12 agonist = activates the H. glycines DAF-12 receptor ligand-binding domain | HEK293 GAL4-hgDAF12 UAS-luciferase reporter, agonist luminescence; normalized to butyrate control | activation, % at 6.8 µM | hit rate 1.8% among 370,000;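 active means activation above a cutoff set at the mean of all screened compounds plus 3 SD, cut at about 10% in these data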;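 further: 0% = DMSO wells and 100% = sodium butyrate wells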
FXN GAA850 act = increases GAA850 frataxin promoter reporter activity. HEK293 lucGAA850 FXN promoter luciferase reporter, 24 h; percent of 10 µM SAHA response. activation, % at 6 µM. hit rate 0.56% among 360,000. AID 540364;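 active means activation above the average of all compounds screened plus 3 SD, cutoff fixed separately per campaign, cut at about 7.5% in these data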;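 further: 0% = DMSO wells and 100% = 10 µM SAHA wells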
DAX1 inh-2 = inhibitors of DAX1 repression of SF-1 activated StAR promoter; HEK293T StAR-luciferase reporter, SF-1/DAX-1 repression relief; inhibition, % at 6.8 µM; hit rate 1.1% among 370,000; AID 652010;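 active means inhibition above the mean over all tested compounds plus 3 SD, cut at about 3.6% in these data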;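 further: 0% = DAX-1 cells with DMSO and 100% = cells lacking DAX-1 with DMSO; higher inhibition means more luminescence from relief of DAX-1 repression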
PG9 binder = small molecules binding HIV-1 gp120 antibody PG9. TR-FRET gp120-PG9 antibody binding. inhibition, % at 6.7 µM. hit rate 0.43% among 360,000; in the data active means inhibition above about 8.5%
* = called active by the depositor; · = not tested or not shown.

Every second line gives: ADAM17 inh, ADAM10 inh, hcDAF12 agonist, DAX1 inh-1, NPR1 activator, ssDAF12 agonist, SMARCA2 act, hgDAF12 agonist, FXN GAA850 act, DAX1 inh-2, PG9 binder
- C/C(=N\NC(=O)c1nnn(-c2nonc2N)c1-c1ccc2c(c1)OCO2)c1ccccc1
 : -13, -8, 1.9, -0.2, -4, -0.2, 0, -0.9, 0.8, -0.3, -3.8
- CCOC(=O)CC1C(=O)NCCN1S(=O)(=O)c1ccccc1 (centres undefined)
 : -1, -6, -0.3, -1.8, 2, -0.5, -1, -0.5, 0.4, 0.1, -1.0
- Cc1ccc(N2C(=O)c3ccccc3C2C(=O)c2ccc(O)cc2O)cc1 (centres undefined)
 : 3, 10, -2.4, -0.6, -1, -1.2, 1, 3.6, 0.8, -1.2, -1.4
- Cc1ccc(C)c(S(=O)(=O)N2CCCOC2CNC(=O)C(=O)NCc2ccncc2)c1 (centres undefined)
 : 2, 2, -0.3, 0.6, -2, -1.8, 0, 0.0, 4.9, -0.3, -1.5
- COc1ccccc1C(=O)NCCc1nc2ccccc2n1C
 : -2, -4, -1.8, -0.3, 4, -1.6, -2, 0.5, 2.3, -0.2, -1.3
- O=C(Nc1ccnn1C1CCN(C(=O)CCc2ccc(F)cc2)CC1)C1CCOC1 (centres undefined)
 : -7, -13, -0.7, 1.7, -2, -0.8, 1, 0.5, 3.5, -0.5, -2.3
- N#Cc1ccc(C(=O)NN2C(=O)NC3(CCCCC3)C2=O)cc1
 : -2, 3, 0.4, 1.3, 1, -1.2, 3, -0.9, 1.4, 1.6, -0.2
- CCOc1ccc(C(=O)n2cnnc2N)cc1
 : -6, -2, 0.0, 2.0, -3, -0.7, -2, 1.9, 2.5, 0.5, -0.4
- Cc1cc(C)cc(N(C(=O)Cn2nnc3ccccc32)C(C(=O)NCc2ccco2)c2ccncc2)c1 (centres undefined)
 : -2, 8, -0.7, 0.4, -24, -1.0, 1, 3.6, -6.2, 0.9, -2.8
- OC(COc1cc(Cl)c(Cl)cc1Cl)CN1CCN(c2ncccn2)CC1 (centres undefined)
 : 1, 1, 1.0, -1.3, 5, -0.8, 0, 1.1, -1.3, 0.3, -2.5
- O=C1NC(=O)C2C3C=CC(C12)C1C(=O)NC(=O)C31 (centres undefined)
 : -5, -17, 2.0, ·, -4, -0.8, -7, 0.8, ·, -0.6, -0.2
- NS(=O)(=O)c1ccc(CCNC(=O)C2CCCCC2)cc1
 : 0, 9, -1.4, 0.4, 1, -0.7, 4, 1.2, -1.0, 0.5, 0.6
- O=C(N/N=C\c1ccc(F)cc1)c1ccc(F)cc1
 : 0, 3, 1.2, 2.1, 1, -0.8, 5, 6.4, 0.6, 1.6, -1.1
- COc1cccc(CCNC(=O)c2cc(COc3c(F)cccc3F)on2)c1
 : 4, 2, -1.3, -0.4, 0, -0.9, -1, -0.8, 1.8, -0.1, -1.4
- COc1ccc(C(=O)NCCS(=O)(=O)N2CCc3ccccc3C2)cc1OC
 : -2, -9, -1.6, -0.5, -2, -1.3, -1, 0.5, 0.4, -0.6, -1.1
- COC(=O)c1ccc(CNC(=O)c2ccc3c(c2)NC(=O)CS3)cc1
 : 8, -1, 0.1, -0.4, 2, -1.2, -4, 8.5, 1.6, 0.6, -0.2
- COc1ccc(Cl)cc1NC(=S)NCCN1CCOCC1
 : 1, 0, -0.5, 3.1, 1, -0.9, -4, -1.8, 1.6, 0.7, 1.4
- O=C(CCc1ccccn1)N1CCCC(Nc2cccc(F)c2)C1 (centres undefined)
 : -4, -8, 0.0, 1.0, 1, -1.0, -2, -1.2, 2.6, -0.3, -0.4
- COc1ccc(NC(=O)c2ccc3c(=O)n4c(nc3c2)CCCCC4)cc1
 : 4, -5, -2.1, 0.4, 1, -1.2, 0, -0.3, 0.4, 0.0, -0.1
- O=C(O/N=C1\CCCc2ccccc21)c1cccc(Cl)c1
 : 0, 10, 0.3, -0.9, -7, -0.4, -3, 0.5, 0.1, 0.4, -2.2

Every second line gives: ADAM17 inh, ADAM10 inh, hcDAF12 agonist, DAX1 inh-1, NPR1 activator, ssDAF12 agonist, SMARCA2 act, hgDAF12 agonist, FXN GAA850 act, DAX1 inh-2, PG9 binder
- CC1(C)CC(NC(=O)C23CCC(C)(C(=O)C2)C3(C)C)CC(C)(C)N1 (centres undefined)
 : -3, -4, -1.2, 1.4, 4, -1.5, -2, 0.6, -2.3, -0.8, 2.5
- Cc1ccc(C(=O)C(C)OC(=O)CCN=C2NS(=O)(=O)c3ccccc32)cc1 (centres undefined)
 : 1, 1, -1.4, -1.0, 1, -1.3, 0, 0.2, 0.2, -0.8, -0.8
- CCC(C)C1Nc2ccc(C(=O)NCc3ccc4c(c3)OCO4)cc2NC1=O (centres undefined)
 : -3, -16, 0.2, -0.4, 1, 0.1, 0, 1.2, -2.2, -0.3, -2.6
- O=C(NCCCN1CCN(c2cccc(Cl)c2)CC1)C1(S(=O)(=O)c2ccc(Cl)cc2)CC1
 : -1, 8, -1.4, 1.7, -1, -0.3, -2, -4.2, -0.9, -0.7, -0.1
- Cc1oc2ccc(O)cc2c1C(=O)c1ccc(Cl)cc1
 : -3, 3, 1.5, -0.2, -23, -0.4, 4, 7.3, 4.6, -0.6, -0.7
- CC(=O)c1c(C)[nH]c(C(=O)COc2ccc3c(C)cc(=O)oc3c2)c1C
 : -11, -44, 0.4, 1.5, -2, -1.1, -3, 0.7, -4.3, -0.4, 0.6
- COc1ccc(CCNCc2cc3ccc(C)cc3[nH]c2=O)cc1OC
 : -9, -29, -1.5, -0.5, -5, -1.3, 2, -2.0, 2.8, 0.2, -0.8
- CC1Cc2ccccc2N1C(=O)CO/N=C/c1ccc(OC(F)F)cc1 (centres undefined)
 : 3, -2, -0.5, 2.5, 2, -0.9, -3, -2.7, 0.7, -1.1, 0.7
- COC(=O)c1cccc(/C=N/NC(N)=S)c1O
 : -120, -433, -1.9, -0.1, -4, -0.7, -6, 1.7, -3.8, -1.3, -1.1
- O=S(=O)(Nn1cnnc1)c1ccccc1Cl
 : -2, -1, 0.8, -0.8, 2, -1.3, -1, 0.8, 0.1, -0.8, -2.4
- O=c1[nH]c(O)c(C=Nc2ccc(Cl)cc2Cl)c(=O)[nH]1
 : -2, 3, -1.4, 1.6, 16, -1.3, -2, 2.5, 1.1, -0.2, -2.2
- COc1ccc(S(=O)(=O)N2CCC(C(=O)NCc3ccccn3)CC2)cc1C
 : 1, 7, 0.1, -1.5, -11, -1.3, 0, -0.6, 0.9, 0.3, 0.0
- CCC(C(=O)NC1CCCC1)N(C(=O)Cn1nnc(-c2ccc(OC)c(OC)c2)n1)c1cccc(O)c1 (centres undefined)
 : 0, 16, -1.8, -1.0, -2, -0.9, -3, -1.6, 1.6, -0.6, -2.7
- Cc1cccc(CN2CCN(C(=O)c3cccc4ccccc34)CC2)c1
 : -4, -3, -1.2, 0.2, 1, -1.0, -3, -3.1, -0.5, -0.9, -0.9
- COC(=O)[C@@]1(Cc2ccc(F)cc2)[C@H]2c3cc(C(=O)N(C)C)n(Cc4cc(C)n(C)n4)c3C[C@H]2CN1C(=O)c1ccccc1
 : -2, -19, 0.2, ·, -2, -1.5, -2, 3.0, ·, -0.1, -2.3
- Clc1ccc2[nH]c3c(c2c1)CNCC3
 : -4, -6, -1.4, 0.7, 2, -0.7, 2, 0.3, 3.9, 0.1, 0.2
- NS(=O)(=O)c1ccc(NC(=O)CCC(=O)c2ccc(Cl)s2)cc1
 : -3, 1, 1.9, 0.6, 0, -0.1, 1, -0.9, 0.7, 0.2, -2.0
- CCN(CCCNC(=O)c1cn(CC)c2ccc(S(=O)(=O)N(C)C)cc2c1=O)c1cccc(C)c1
 : -3, -2, -0.5, -0.4, -10, -1.3, 0, 0.6, 2.9, -0.5, -2.8
- CC(Sc1nnc(Nc2ccccc2)s1)C(=O)Nc1nc(-c2ccccc2)cs1 (centres undefined)
 : 0, 7, 2.8, 5.0*, 0, -0.9, -1, -0.3, -1.6, 1.3, -7.2
- COc1ccc(C(=O)NC(=S)NNC(=O)c2c(-c3ccccc3)noc2C)cc1
 : 5, 6, -0.3, -0.4, -3, -1.5, -1, 3.2, -2.6, -0.5, -2.4

Every second line gives: ADAM17 inh, ADAM10 inh, hcDAF12 agonist, DAX1 inh-1, NPR1 activator, ssDAF12 agonist, SMARCA2 act, hgDAF12 agonist, FXN GAA850 act, DAX1 inh-2, PG9 binder
- CCc1ccc(Nc2ccc(S(=O)(=O)N3CCOCC3)cc2[N+](=O)[O-])cc1
 : 2, 3, -0.3, -1.1, 3, -1.8, -2, -0.2, 1.6, 0.2, 0.0
- Cc1cccc(NC(=O)C2CCCN2S(=O)(=O)c2ccc(F)cc2)c1C (centres undefined)
 : 0, -8, -0.7, 0.9, 1, -1.3, 1, 1.5, 0.2, -0.4, -1.5
- Cc1ccc(CN2CCCCC(NC(=O)c3ccccc3)C2=O)cc1 (centres undefined)
 : -5, -1, -3.2, ·, 1, -0.5, -2, -1.9, ·, -1.4, ·
- O=C(Nc1ccc(N2CCN(C(=O)c3ccco3)CC2)cc1)c1ccc2c(c1)OCO2
 : 2, -1, -3.7, -2.7, 0, -2.5, -2, -6.9, -1.0, -0.5, -0.9
- COc1ccc(S(=O)(=O)NCCC(=O)OCC(=O)c2ccc[nH]2)cc1[N+](=O)[O-]
 : -1, 0, -0.3, 4.1, -2, -0.9, 0, 0.0, 0.3, -0.7, -1.4
- CC(C)[C@H](NC(=O)OCc1ccccc1)C(=O)OCc1cc(=O)oc2cc(O)ccc12
 : -118, -334, -1.3, -0.3, -5, -1.1, -2, 0.0, 2.7, -1.2, -0.5
- CC(C)=CCN1CCN(Cc2nc(C(C)C)cs2)CC1CCO (centres undefined)
 : -3, -4, 0.1, -0.5, 2, -1.3, 0, 1.6, -1.6, 0.1, -0.1
- O=C(Cc1ccc(Br)cc1)NNC(=O)c1cccs1
 : -3, -9, -0.8, 1.0, 2, -0.5, -1, 2.3, 0.4, -0.4, 0.1
- CCN1C(=O)/C(=C2\C=Cc3ccccc3N2CC)OC1=S
 : -7, -7, -0.8, -0.1, 1, -1.7, 2, -4.2, -1.8, 0.2, -2.9

Shown in markdown: part of the list above.
| SMILES | ADAM17 inh | ADAM10 inh | hcDAF12 agonist | DAX1 inh-1 | NPR1 activator | ssDAF12 agonist | SMARCA2 act | hgDAF12 agonist | FXN GAA850 act | DAX1 inh-2 | PG9 binder |
| --- | --- | --- | --- | --- | --- | --- | --- | --- | --- | --- | --- |
| Cc1ccc(CN2CCCCC(NC(=O)c3ccccc3)C2=O)cc1 (centres undefined) | -5 | -1 | -3.2 | · | 1 | -0.5 | -2 | -1.9 | · | -1.4 | · |
| CCc1ccc(Nc2ccc(S(=O)(=O)N3CCOCC3)cc2[N+](=O)[O-])cc1 | 2 | 3 | -0.3 | -1.1 | 3 | -1.8 | -2 | -0.2 | 1.6 | 0.2 | 0.0 |

This is a random part of the collection; any-hit rate near 6.8%.
